# KDM5B inh = KDM5B demethylase inhibition; Q9UGL1; KDM5B demethylase, FDH-coupled NADH fluorescence (FDH is formaldehyde dehydrogenase); Potency, µM (series often up to 57.7 µM), for inactives: at the highest dose activity change, negative = inhibition, usual class: inhibitors; hit rate 2.6% among 220,000; active = well fitted inhibition curve with a large enough effect; inconclusive = small, poorly fitted or top-dose-only effect; inactive = no such curve, though single readings can be large or run the other way; also: 0% is about no effect; nearly all actives have a fitted effect of over 70% in size
# Target sequence (Q9UGL1 whole entry, looked up): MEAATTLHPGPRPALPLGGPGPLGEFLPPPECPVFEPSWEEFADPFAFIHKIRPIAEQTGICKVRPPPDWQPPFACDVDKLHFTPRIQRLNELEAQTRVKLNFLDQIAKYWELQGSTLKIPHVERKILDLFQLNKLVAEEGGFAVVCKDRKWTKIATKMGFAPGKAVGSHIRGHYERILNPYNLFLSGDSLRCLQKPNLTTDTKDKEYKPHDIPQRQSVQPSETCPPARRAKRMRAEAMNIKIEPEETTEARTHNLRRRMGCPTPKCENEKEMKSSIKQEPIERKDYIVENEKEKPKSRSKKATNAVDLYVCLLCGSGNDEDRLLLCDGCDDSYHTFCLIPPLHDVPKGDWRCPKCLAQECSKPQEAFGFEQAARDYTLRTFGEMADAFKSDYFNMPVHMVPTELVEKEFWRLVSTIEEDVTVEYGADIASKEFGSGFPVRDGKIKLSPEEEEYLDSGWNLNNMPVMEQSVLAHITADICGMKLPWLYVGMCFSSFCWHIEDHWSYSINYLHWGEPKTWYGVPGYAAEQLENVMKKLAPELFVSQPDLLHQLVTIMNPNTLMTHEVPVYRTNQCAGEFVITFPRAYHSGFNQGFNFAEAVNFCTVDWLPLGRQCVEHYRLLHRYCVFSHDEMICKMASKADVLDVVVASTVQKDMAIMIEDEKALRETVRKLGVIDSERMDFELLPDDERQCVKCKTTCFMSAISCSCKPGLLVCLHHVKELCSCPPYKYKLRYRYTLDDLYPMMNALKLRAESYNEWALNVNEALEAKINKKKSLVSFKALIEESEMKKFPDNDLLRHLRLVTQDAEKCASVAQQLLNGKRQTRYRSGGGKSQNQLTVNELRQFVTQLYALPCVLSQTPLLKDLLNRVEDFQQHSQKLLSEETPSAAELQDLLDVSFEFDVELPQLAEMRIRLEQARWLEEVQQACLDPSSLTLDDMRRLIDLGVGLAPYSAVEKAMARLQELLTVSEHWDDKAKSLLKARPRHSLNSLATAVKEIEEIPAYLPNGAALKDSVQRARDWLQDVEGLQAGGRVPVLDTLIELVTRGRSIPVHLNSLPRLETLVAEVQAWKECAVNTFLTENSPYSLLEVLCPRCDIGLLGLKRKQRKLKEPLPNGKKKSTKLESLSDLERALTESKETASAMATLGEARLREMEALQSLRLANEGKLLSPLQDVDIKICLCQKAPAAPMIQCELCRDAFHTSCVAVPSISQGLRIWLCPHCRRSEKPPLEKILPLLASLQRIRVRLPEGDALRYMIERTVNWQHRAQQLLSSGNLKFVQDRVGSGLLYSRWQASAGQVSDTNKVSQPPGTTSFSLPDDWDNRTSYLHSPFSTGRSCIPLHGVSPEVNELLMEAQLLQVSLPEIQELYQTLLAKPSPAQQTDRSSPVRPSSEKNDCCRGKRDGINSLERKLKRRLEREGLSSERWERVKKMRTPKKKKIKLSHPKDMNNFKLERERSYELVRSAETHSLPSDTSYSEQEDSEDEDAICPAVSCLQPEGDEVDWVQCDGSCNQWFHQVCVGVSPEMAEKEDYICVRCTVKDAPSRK
#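 KDM5BΔAP (200 nM final) in 50 mM HEPES pH 7.5, 0.01% Tween-20 was preincubated 10 min at RT with compound over a concentration range. Substrate mix (H3K4me3 12.5 µM, α-KG 25 µM, Fe²⁺, ascorbate, NAD⁺, FDH) was added, and NADH fluorescence change over 30 min gave dose-response curves.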
# The depositor's hits bear a star; ? = inconclusive; & = joins results of further samples; [ ] = another dose, or the depositor's remark. Potency is read from the fitted curve at half-maximal effect.
KDM5B inh | SMILES
-12.6% | CCC(=O)N1N=C(c2ccccc2NS(C)(=O)=O)CC1c1ccco1 (stereo unspecified)
20µM* | Cc1noc(C)c1[S+](=O)([O-])N1CCC2(CC1)CC(=O)c1ccccc1O2
-19.9% | Cc1ccccc1C(=O)OCC(=O)Nc1cc(F)cc(F)c1
? | Cc1cc(=O)n(CC(=O)NCc2ccccc2Br)c(N2CCc3ccccc3C2)n1
0.9% | CCCCc1nn2c(=O)cc(COC(=O)CNC(=O)c3cccc(C)c3)nc2s1
11.9% | CC(CCO)Nc1nc2c(c(=O)n(C)c(=O)n2C)n1Cc1ccccc1F (stereo unspecified)
-25.9% | COc1ccc(S(=O)(=O)c2cn(C)c3ccc(C)cc3c2=O)cc1
? | CCc1cccc(C)c1NC(=O)CN1C(=O)c2cccc3cccc1c23
31.9%[activator][115 µM] | O=C1NC(=NC2CCCCC2)C2(CCN(CC3CC3)CC2)N1c1cccnc1
14.9% | O=C(CCc1ccsc1)NCC1CCCC1
? | Nc1nccnc1C(=O)NCCc1ccco1
0.8% | CC(C)NC(=O)NC(=O)CN1CCCc2ccccc21
-25.0% | CCCCn1nc(C(=O)Nc2ccc(OC)c(OC(F)F)c2)c2ccccc2c1=O
15.7% | CCC(=O)N1CCc2cc(Br)cc(S(=O)(=O)CCC(=O)Nc3cccc(C)c3C)c21
? | COc1ccc(Cn2c(C(=O)O)c(CNCCc3ccccc3Cl)c3ccc(C)cc32)cc1
? | COc1ccc2[nH]c3c(c2c1)CCN(C(=O)c1cccc(Cl)c1)C3c1ccc(F)cc1 (stereo unspecified)
39.5%[activator] | CSCCNC(=O)c1coc(CN2CCN(C/C=C/c3ccccc3)CC2)n1
-24.9% | COC(=O)C1=C(C)N=C2SC=C(CC(=O)NCC3CCCO3)N2C1c1ccccc1C (stereo unspecified)
? | CCOc1cc2nc(-c3ccc(OC)c(OC)c3)nc(N3CCCC(C)C3)c2cc1OC (stereo unspecified)
-22.7% | COc1cc(CN(C(=O)COc2ccccc2Cl)c2ccccn2)cc(OC)c1OC
? | O=C1CCC2(CCNCC2)CCN1
21.6% | Cc1cc2c(cc1C)N(Cc1ccccc1)C1=NCCCN12
18.8% | Cc1ccc(C(=O)N[C@@H]2C=C(C(=O)N[C@@H](CCS(C)(=O)=O)C(N)=O)C[C@@H](O)[C@@H]2O)cc1
-19.5% | C=CCNC(=O)NC(=O)CN(C)CCCOc1ccccc1
? | NC(=O)c1cccnc1OC1CCN(Cc2ccc[nH]2)CC1
13.8% | CCC(=O)Nc1c(-c2cc(=O)oc3cc(C)c(Cl)cc23)oc2ccccc12
? | CC(=O)NC1CCN(c2nc(-c3cccnc3)nc3c2cnn3C)C1 (stereo unspecified)
11.7% | Cc1noc([C@@H]2CN(C(=O)NCc3ccccc3)C[C@H]2C(N)=O)n1
-7.8% | COc1cccc(CC(=O)N2CCCn3nc(C)c(-c4ccccc4OCc4ccccc4)c32)c1
-2.9% | Cc1ccsc1CCN1C(=O)N(c2ccc(F)cc2)C(=O)C1CC(=O)Nc1ccccc1 (stereo unspecified)
28.2% | COc1cccc(C(=O)N2CCc3onc(-c4cccc(F)c4)c3C2)c1OC
-23.5%[149 µM] | CCN1CCC2(Cc3ccccc3CN(S(C)(=O)=O)C2)C1 (stereo unspecified)
15.9% | CC1=C[C@@H](CN2CCN(c3ccccn3)CC2)[C@H](C(C)C)C[C@H]1Cc1nnc(-c2ccc([N+](=O)[O-])cc2)o1
-9.1% | COc1ccc(Cl)cc1CNCCSc1nnnn1-c1ccccc1
-0.2% | CCCc1cc(=O)[nH]c(SC(C)C(=O)NC2CCCCCC2)n1 (stereo unspecified)
-22.0% | CN1CCCN(C(=O)c2cccs2)c2ccccc21
21.3% | Cc1ccc(C(=O)Nc2cccc(C(=O)N(C)C)c2)cc1
-29.6% | Cc1ccc(C(=O)NCCn2c(C)cc3ccccc32)cc1C
? | Cc1nnc2c3ccccc3nc(Nc3ccccc3C(=O)O)n12
? | Cc1cccc(OCC2(CNC(=O)c3cnccn3)C[C@@H](O)[C@@H](O)C2)n1 (stereo partly specified)
-7.5% | O=C(NCC1CCOCC1)Nc1ccccc1Br
1.7% | CCCc1nnc(NC(=O)C2CCN(C(=O)c3ccccc3F)CC2)s1
-6.0% | CN1[C@@H](CCC(=O)NCc2ccco2)CNC(=O)[C@@H]2[C@H]1CCN2Cc1cccc(Cl)c1
-8.5% | COCCn1c(-n2nc(C)c(C)c2C)nc2c1c(=O)[nH]c(=O)n2C
-15.0% | O=C(NCc1ccccc1)[C@H]1CN(Cc2ccccc2)C[C@H]1C(=O)O
-23.7% | CC1=NS(=O)(=O)N(Cc2ccccc2)C=C1C(=O)OCc1nc(Cc2ccc(C)cc2)no1
-3.9% | CONC(=O)C(CC(C)C)NC(=O)c1ccc(Cl)cc1 (stereo unspecified)
26.9% | CCCc1c(C)nc2ncnn2c1Nc1cccc(C)c1
-23.0% | CCCCNC(=O)c1cc2cc(Cl)ccc2[nH]1
12.7% | CN(CC(=O)NCC1CCCCC1)S(=O)(=O)c1ccc(F)cc1
2.8% | CN1CCCC2(CCN(C(=O)CCc3ccccc3O)C2)C1=O (stereo unspecified)
5.2% | CC(C)c1nc(-c2ccc(OC3CCN(C(=O)c4n[nH]c5ccccc45)C3)cc2)no1 (stereo unspecified)
12.7% | CCCCNC(=O)CN1C(=O)NC(c2ccc(OCC)cc2)C2=C1COC2=O (stereo unspecified)
-7.7% | COCCn1c(C)cnc1CC1CCN(C(=O)Nc2ccccc2F)C1 (stereo unspecified)
-11.5%[86.2 µM] | COCCN1CCNc2nc(COc3cccc(F)c3)n(Cc3ccccc3)c2C1=O
-5.2% | Cn1c(CN(O)S(=O)(=O)c2ccc(Cl)cc2)nnc1C(F)(F)F
-9.0%[86.2 µM] | O=C1NC2(CCCN(C(=O)c3ccccc3)C2)Oc2ccccc21 (stereo unspecified)
-1.7% | Cc1ccc(Sc2c(C(=O)NCc3ccccc3C)[nH]c3ccccc23)cc1
-5.2% | Cc1ccc(NC(=O)CN2C(=O)NC3(CCC(C)CC3)C2=O)cc1 (stereo unspecified)
-3.5% | CC(C)NC(=O)C(NC(=O)c1ccc2c(c1)OCO2)C1CCN(C(=O)c2ccc(Cl)cc2)CC1 (stereo unspecified)

# Going on with the list:
KDM5B inh | SMILES
14.1µM* | COc1ccc(-c2ccnc3nc(-c4cccs4)nn23)c(F)c1
-15.4% | COc1ccc(-c2ccc(CCC(=O)Nc3ccccc3OC)o2)cc1
3.4% | CCn1cnc2c1c(=O)[nH]c(=O)n2Cc1ccccc1
7.3% | O=C(Cn1cnc2sc3c(c2c1=O)CCC3)NC1CCS(=O)(=O)C1 (stereo unspecified)
? | CC1=C(C)C(C)=C(C#N)C(=C(C#N)C#N)N1
0.6% | Cc1ccc2[nH]cc(CCNC(=O)/C=C/c3ccccc3F)c2c1
-0.7% | CCc1nn2c(=O)cc(CSc3n[nH]c(-c4cccc(C)c4)n3)nc2s1
6.9% | CCOc1ccc(N/C(=N/c2nc(C)cc(C)n2)NC(=O)CC)cc1
-16.6% | CCCCN(C)CCNC(=O)c1nn(-c2ccc(OC)cc2)c(=O)c2c1c1ccccc1n2C
-10.8% | Cc1cc(C)cc(C(=O)N2CCCC(n3cc(-c4nc(C(C)C)no4)nn3)C2)c1 (stereo unspecified)
6.6% | COc1cccc(/C=C/c2ccc3cccc([N+](=O)[O-])c3n2)c1
-23.1% | Cc1cc(C)n(C(C)CC(=O)NCc2ccc(N(C)C)cc2)n1 (stereo unspecified)
1.1% | O=C(CCC1CCCCC1)Nc1ccc(Nc2ccccc2)cc1
9.0% | CS(=O)(=O)N1CCC(CC(=O)Nc2ccccc2)C1 (stereo unspecified)
? | CC(C)c1cnc2c(c1SCC(=O)O)c(=O)n(C)c(=O)n2C
-10.3% | O=C1CS(=O)(=O)C2(C(=O)N(Cc3ccccc3F)c3ccccc32)N1c1ccc(F)c(Cl)c1 (stereo unspecified)
-3.3% | CCCN(CCC)S(=O)(=O)N1CCCC(c2nncn2C)C1 (stereo unspecified)
11.3% | COc1ccc(CNC(=O)c2cc(C)nn2-c2ccccc2)cc1
-6.3%&-33.9% | CCOCCCNCc1ccc(-c2ccccc2)o1
-9.5% | COC(=O)c1ccc(COc2ccc(/C=C/c3nc4c(ccc5ccccc54)s3)cc2)cc1

# Rewritten with tabs: 5 of the compounds above
compound	KDM5B inh
CCOCCCNCc1ccc(-c2ccccc2)o1	-6.3%&-33.9%
CC1=C(C)C(C)=C(C#N)C(=C(C#N)C#N)N1	?
CCCN(CCC)S(=O)(=O)N1CCCC(c2nncn2C)C1 (stereo unspecified)	-3.3%
O=C(CCC1CCCCC1)Nc1ccc(Nc2ccccc2)cc1	1.1%
CCc1nn2c(=O)cc(CSc3n[nH]c(-c4cccc(C)c4)n3)nc2s1	-0.7%

# Some of these compounds in order of formula weight, high to low.
KDM5B inh | SMILES
? | COc1ccc(Cn2c(C(=O)O)c(CNCCc3ccccc3Cl)c3ccc(C)cc32)cc1
-25.0% | CCCCn1nc(C(=O)Nc2ccc(OC)c(OC(F)F)c2)c2ccccc2c1=O
39.5%[activator] | CSCCNC(=O)c1coc(CN2CCN(C/C=C/c3ccccc3)CC2)n1
? | Cc1cccc(OCC2(CNC(=O)c3cnccn3)C[C@@H](O)[C@@H](O)C2)n1 (stereo partly specified)
-25.9% | COc1ccc(S(=O)(=O)c2cn(C)c3ccc(C)cc3c2=O)cc1
-23.1% | Cc1cc(C)n(C(C)CC(=O)NCc2ccc(N(C)C)cc2)n1 (stereo unspecified)
-22.0% | CN1CCCN(C(=O)c2cccs2)c2ccccc21

# (list continues)
KDM5B inh | SMILES
16.4% | CCCn1nc(C(=O)OCC(=O)N2CC(=O)Nc3ccccc32)c2ccccc2c1=O
? | COCCN(C)C[C@H]1C[C@H](CO)CN(C(=O)CN2CCc3ccccc3C2)C1
-0.9%[86.2 µM] | COc1cccc(CN[C@H]2[C@H](O)[C@H](O)C[C@@H]2c2cccnc2)c1
17.2% | CC(OC(=O)c1ccc(C#N)cc1)C(=O)NC(C)C1CC2CCC1C2 (stereo unspecified)
? | CC(C)CN1C(=O)C(C)(C)[S+](=O)([O-])[C@@H]2CN(c3ccc(OC(F)(F)F)cc3)C[C@@H]21
12.7% | COc1cccc2cc(-c3csc(-c4ccc(F)cc4)n3)c(=O)oc12
? | CS(=O)(=O)N1CCc2ccc(C(=O)Nc3ccc(Cl)c(C(F)(F)F)c3)cc21
-1.9% | CCc1ccc(-n2c(C)nnc2SCc2nc(-c3ccccc3OC)no2)cc1
-6.1% | CCOc1ccc(C(=O)NCc2ccc3c(c2)CCN3C(=O)c2ccccc2)cc1
5.0% | Cc1ccc(-c2nnn(CCC(=O)Nc3sc4c(c3C#N)CCCCC4)n2)cc1
? | CC(=O)NC1(C)CCN(Cc2ccccc2-c2ccc3ccccc3c2)C1 (stereo unspecified)
0.7% | CC(C)c1ccc(OCc2nnc(SCc3csc(-c4ccccc4Cl)n3)n2C)cc1
-22.3%[86.2 µM] | Cc1cc(F)cc(CN2CCc3nc(C(=O)NCc4ccncc4)oc3CC2)c1
6.0% | Cn1c(-c2ccccc2)c(/C=N/Nc2ccc(S(=O)(=O)Nc3ccccc3)cc2[N+](=O)[O-])c2ccccc21
? | CCN(CC)CCn1c(C)c(C)c2c1ncn1nc(-c3cccs3)nc21
? | CCc1nc2c(c(-c3ccc(OC)cc3)n1)CN([S+](=O)([O-])c1cccc(C(F)(F)F)c1)CC2
11.3% | Cc1cc(C)c(S(=O)(=O)Nc2cccc(S(=O)(=O)C3CCCC3)c2)c(C)c1
? | Cc1ccn2c(Nc3ccc4c(c3)OCCO4)c(-c3ccsc3)nc2c1
? | COc1cc(/C=C(/C#N)C(=O)c2ccccc2)cc(Cl)c1OC
11.7% | Cc1cc(C(=O)Cn2c(Cl)nc3c2c(=O)n(C)c(=O)n3C)c(C)n1CC(F)(F)F

# Individual results from above.
# Cc1ccc(-c2nnn(CCC(=O)Nc3sc4c(c3C#N)CCCCC4)n2)cc1 in KDM5B inh → 5.0%
# CC(OC(=O)c1ccc(C#N)cc1)C(=O)NC(C)C1CC2CCC1C2 (stereo unspecified) in KDM5B inh → 17.2%

# (continued)
KDM5B inh | SMILES
27.0% | Cn1cnnc1CCC(=O)N[C@H](c1ccccn1)C1CC(O)C1 (stereo partly specified)
-1.2% | O=C1N(Cc2cccc(F)c2)CCCN1c1ccc(C(=O)N2CCc3ccccc32)cc1
42.9%[activator][115 µM] | CCc1nc2c(c(-c3ccc(OC)cc3)n1)CCN(C(=O)c1ccccc1OC)CC2
-0.5% | Cn1nccc1CN1CCCC2(CNc3ccccc3[S+](=O)([O-])N2)C1 (stereo unspecified)
11.7% | COc1ccc(NC(=O)CSc2nc3ccccc3[nH]2)cc1
-4.5% | CCc1ccc(C2C(C(=O)Nc3ccccc3C)=C(C)Nc3nc(SCc4cccc(OC)c4)nn32)cc1 (stereo unspecified)
10.1% | Cc1ccc(NC(=O)[C@@]2(CC(=O)O)CC(/C=C/c3ccccc3)=NO2)c(C)c1
3.1% | COc1cccc(C2C(C#N)=C(N)OC3=C2C(=O)CC(C)(C)C3)c1 (stereo unspecified)
-2.2% | O=C(O)CN(C1CCCCC1)S(=O)(=O)c1ccc(F)cc1
-0.6% | CC(c1ccc(S(C)(=O)=O)cc1)N(C)S(=O)(=O)c1cc(Cl)cc(Cl)c1 (stereo unspecified)
? | O=C(Nc1nc2n(n1)C(c1ccccc1)C=C(c1ccccc1)N2)c1ccccc1 (stereo unspecified)
-5.2% | CC(=O)N(Cc1cccnc1)c1nc2c(F)cc(F)cc2s1

# From PubChem BioAssay

# A portion of the library; count on the stated rates, not on these rows.
